# Screening data deposited in PubChem by several laboratories.
# ERa coact inh: ERα–SRC-1 coactivator interaction inhibitors, primary screen, biochemical, TR-FRET, ERα LBD, estradiol-bound | Estrogen receptor (Homo sapiens), P03372 | inhibition, % at 25.6 µM | actives 1.7% (n = 86,000) | TR-FRET ER-alpha LBD / SRC-1 peptide; in the data active means inhibition above about 50%;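 further: 0% = receptor plus peptide control and 100% = peptide only without receptor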
# ERb coact inh: inhibitors of ERβ-SRC1 coactivator interaction, primary screen, biochemical, TR-FRET, ERβ LBD, SRC-1 peptide. TR-FRET ER-beta LBD / SRC1-Cy5 peptide binding; receptor agonist-loaded with 1 µM estradiol. actives 1.3% (n = 86,000). Estrogen receptor beta (Homo sapiens), Q92731. AID 633, 2007. inhibition, % at 25.6 µM;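 active means compounds whose percent inhibition of the receptor-coactivator binding signal exceeds about 50% in the single-dose screen, limit read from the data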;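 further: 0% = receptor plus peptide wells without compound and 100% = peptide-only wells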
# Target sequence (Q92731 whole entry, looked up, the tested form may be a part): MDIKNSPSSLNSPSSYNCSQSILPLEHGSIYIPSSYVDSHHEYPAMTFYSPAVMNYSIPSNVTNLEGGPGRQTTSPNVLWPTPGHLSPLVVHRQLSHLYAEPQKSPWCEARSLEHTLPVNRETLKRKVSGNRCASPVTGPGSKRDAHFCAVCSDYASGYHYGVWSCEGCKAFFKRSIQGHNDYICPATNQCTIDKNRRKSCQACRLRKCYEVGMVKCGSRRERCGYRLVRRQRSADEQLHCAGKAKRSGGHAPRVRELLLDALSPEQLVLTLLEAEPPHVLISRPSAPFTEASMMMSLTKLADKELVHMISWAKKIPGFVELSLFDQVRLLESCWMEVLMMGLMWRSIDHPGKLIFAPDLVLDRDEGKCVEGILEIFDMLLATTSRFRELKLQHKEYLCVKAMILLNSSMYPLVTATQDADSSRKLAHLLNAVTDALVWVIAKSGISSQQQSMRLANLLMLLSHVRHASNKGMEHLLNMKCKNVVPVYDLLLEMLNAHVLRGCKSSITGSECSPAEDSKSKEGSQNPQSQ
# sEH act: soluble epoxide hydrolase activators, primary screen, biochemical, human sEH; purified human sEH enzymatic activity, activator screen; activation, % at 2 µM; actives 0.04% (n = 91,000); in the data active means activation above about 37%; further: values of inactives mirror those of a sister screen read the other way
# Target sequence (P34913 whole entry, looked up): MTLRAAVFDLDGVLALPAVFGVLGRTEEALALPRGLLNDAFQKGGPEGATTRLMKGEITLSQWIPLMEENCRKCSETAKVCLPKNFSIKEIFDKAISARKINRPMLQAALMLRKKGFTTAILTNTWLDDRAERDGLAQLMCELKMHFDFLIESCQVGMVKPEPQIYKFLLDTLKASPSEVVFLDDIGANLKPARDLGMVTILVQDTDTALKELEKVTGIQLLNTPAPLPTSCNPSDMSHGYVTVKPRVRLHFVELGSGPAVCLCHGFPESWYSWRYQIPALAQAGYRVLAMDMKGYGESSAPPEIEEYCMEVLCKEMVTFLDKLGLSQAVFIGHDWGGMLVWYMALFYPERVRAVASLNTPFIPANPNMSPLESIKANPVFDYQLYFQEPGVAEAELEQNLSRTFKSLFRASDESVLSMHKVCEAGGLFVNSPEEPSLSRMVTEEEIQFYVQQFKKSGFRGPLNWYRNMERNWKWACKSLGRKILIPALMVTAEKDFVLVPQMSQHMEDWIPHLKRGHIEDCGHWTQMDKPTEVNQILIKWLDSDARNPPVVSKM
# ERa coact pot: enhancers of ERα–SRC-1 coactivator binding, primary screen, biochemical, TR-FRET, ERα LBD, low estradiol; Estrogen receptor (Homo sapiens), P03372; TR-FRET ERalpha-LBD/SRC-Cy5 coactivator binding, 2 h; 100 = basal binding, no effect; coactivator binding (% of control), % at 25.6 µM; actives 1.3% (n = 86,000); in the data active means activity above about 200%;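 further: binding measured in presence of low estradiol as agonist stimulus; 0% = peptide alone without receptor and 100% = receptor with peptide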
# Lung fibro prol: antiproliferative effect on LL 47 fibroblasts – human, LL 47 cells, CellTiter-Glo luminescence, primary screen; LL 47 human lung fibroblast viability, ATP luminescence; hits give low values; viability, % at 10 µM; actives 1.1% (n = 85,000);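 active means viability at or below 50% in the single dose screen; inactive means viability above 50%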;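 further: compound exposure lasted 72 h before the ATP readout; 100% = median luminescence of untreated cell-only wells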
#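 Material: Human LL 47 lung fibroblast cells | Input: 1,150 cells/well | Buffer or medium: IMEM plus 15% FBS | Compound dosing: 0.1% DMSO in all compound wells | Times: Overnight cell rest, 72 h compound treatment at 37 °C | Signal: CellTiter-Glo luminescence measuring cellular ATP | Measure: % viability versus median cells-only luminescence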
# H69AR growth 86K: proliferation blockers of H69AR lung cancer cells, primary screen, cell-based, human, 86K library. H69AR lung tumor viability, ATP luminescence, 72 h; hits give low values. viability, % at 10 µM. actives 6% (n = 85,000);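 active means viability at or below 40%; inactive means viability above 40%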;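 further: multidrug resistant small cell line overexpressing MRP-1 efflux transporter; 100% = mean luminescence of untreated control wells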
# Candida biofilm: clotrimazole potentiators killing Candida biofilms, primary screen, with clotrimazole, Alamar Blue; C. albicans biofilm + clotrimazole; inhibition, % at 6 µM; actives 0.14% (n = 85,000); AID 834, 2007;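 active means inhibition above 20%; inactive means inhibition below 20%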;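 further: preformed 24 hr biofilms exposed to compound for 48 hr; 0% = biofilm without compound and 100% = blank killed by clotrimazole plus chlorhexidine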
# HUVEC inhibit: inhibitors of HUVEC proliferation, primary screen, cell-based, 384-well; viability, % at 10 µM (by protocol); AID 648, 2007; actives 1.1% (n = 86,000); CellTiter-Glo luminescence, 72 h; hits give low values;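 active means viability at or below 30%; inactive means viability above 30%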;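 further: 100% = median luminescence of DMSO-only cell control wells on each plate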
# Smad3 inh: Smad3/FoxH1 peptide binding inhibitors, primary screen, biochemical, TR-FRET; TR-FRET Smad3/Dy647-FoxH1 peptide binding, europium anti-His; inhibition, % at 25 µM; actives 0.29% (n = 88,000); AID 630, 2007;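 active means compounds that reduce the energy-transfer binding signal between the protein and its labelled peptide by more than half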;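 further: 0% = Smad3 plus labelled peptide maximal FRET and 100% = peptide-only background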
# * marks the source's active call; other numbers are inactive results; x = not tested or not shown; [ ] = another dose, or the depositor's remark. These rows are one share of the data; rates above refer to the full screens.
canonical_smiles	Smad3 inh	HUVEC inhibit	Lung fibro prol	ERa coact inh	Candida biofilm	ERa coact pot	sEH act	ERb coact inh	H69AR growth 86K
O=C(CN1CCOCC1)Nc1c2c(nc3c1CCC3)CCC2	5	111	98	-8	2	94	x	-8	97
C=CCOc1c(CNc2ccc(S(N)(=O)=O)cc2)cccc1OC	13	99	98	-34	6	97	-1	-2	95
CCn1c(SCC(=O)Nc2cc(NC(C)=O)ccc2OC)nnc1-c1ccccn1	8	97	99	-8	0	122[fluorescence artefact?]	8	7	76
O=C(COc1ccccc1)Nc1ccc(S(=O)(=O)NCc2ccco2)cc1	11	98	94	15	5	97[fluorescence artefact?]	16	31	90
Cc1cc(C)c2cc(CN(CCO)C(=O)Nc3ccc(Cl)cc3)c(=O)[nH]c2c1	8	78	96	-19	12	232*	x	-13	59
COC1CCCCC1Nc1cc(C)cc(C)c1 (stereo not drawn)	1	108	95	-7	5	97	4	-2	90
CCOC(=O)CSc1nnc(CNC(=O)c2cc(OC)c(OC)c(OC)c2)n1C	-8	105	101	-8	5	126	-37	-1[fluorescence artefact?]	113
O=S(=O)(Cc1ccccc1)N1CCCC1	0	107	x	-2	4	130	x	-6[fluorescence artefact?]	62
CC(=O)Nc1c(C(=O)N2CCOCC2)cnn1-c1ccc(C)c(C)c1	-6	100	100	1	5	109	-1	1	93
CCOC(=O)CSc1nc2cc(C(=O)NCC3CCCO3)ccc2c(=O)n1Cc1ccco1 (stereo not drawn)	-15	104	104	2	1	88[fluorescence artefact?]	3	1[fluorescence artefact?]	107
CCOc1cc(C(=O)Nc2cccc3ncccc23)cc(OCC)c1OCC	1	99	104	-8	-7	97	8	-7	94
COC(=O)c1ccccc1OCCOc1ccccc1C(=O)OC	1	99	92	0	10	112	16	-1	93
CCC(=O)N1CCN(c2ccc(NC(=O)c3cc4ccccc4o3)cc2Cl)CC1	2	2.9*	42*	-8	8	116	-4	-5	10*
CC(=O)N(CC1CCCO1)C1(C(=O)NC2CCCC2)CCCCC1 (stereo not drawn)	-9	92	98	4	9	119	4	0	83
CCCCC(=O)N(c1ccc(C)c(C)c1)C1C=CS(=O)(=O)C1 (stereo not drawn)	-4	91	90	1	-1	111	x	-4	68
Cn1c(=O)[nH]c(=O)c2c1nc(N1CCCCCC1)n2CCSc1nc2ccccc2[nH]1	5	101	106	4	6	96[fluorescence artefact?]	x	5[fluorescence artefact?]	83
Cc1nnc2n(Cc3ccccc3)c(=O)c3c4c(sc3n12)CN(Cc1ccccc1)CC4	-12	92	96	1[fluorescence artefact?]	-5	105	x	-2	89
COc1ccc(NC(=O)C2C3C=CC(C3)C2C(=O)NCc2ccco2)c(OC)c1 (stereo not drawn)	6	86	94	-4	6	100	33	-1	83
Cc1ccc(NC(=O)N(C2CCCCC2)C(C)c2cccnc2)cc1C (stereo not drawn)	2	108	103	-4	6	104	-22	-5	79
O=S(=O)(NC1CCCCC1)c1cccc(-c2nnc(-c3ccccc3)o2)c1	-7	77	100	23	11	117	0	27[fluorescence artefact?]	86
CCSc1nc2ccccc2n1CC(=O)OC	0	101	103	23	8	109	-7	3	98
COC(=O)CN1C(=O)C2(C(C#N)=C(N)Oc3n[nH]c(-c4cccs4)c32)c2ccccc21 (stereo not drawn)	1	104	108	-7	-7	91	1	10	91
c1ccc(OCCCn2nnc(-c3ccc(N4CCOCC4)cc3)n2)cc1	-3	91	99	10[fluorescence artefact?]	1	107	9	-1[fluorescence artefact?]	91
Cc1c(NC(=O)c2cc3nc(-c4ccc(Cl)cc4)cc(C(F)(F)F)n3n2)c(=O)n(-c2ccccc2)n1C	-8	94	112	12[fluorescence artefact?]	8	96	-4	26[fluorescence artefact?]	18*
O=S(=O)(c1ccc(Nc2ccc3c(c2)OCO3)nc1)N1CCOCC1	-12	78	99	-31[fluorescence artefact?]	-1	106[fluorescence artefact?]	x	-2[fluorescence artefact?]	92
Cc1cc(N2CCN(Cc3ccccc3)CC2)n2nc(C)c(-c3ccccc3)c2n1	-6	77	92	8	4	86	-2	17	19*
CCOc1ccc(NC(=O)Nc2nnc(CC)s2)cc1	8	110	106	3	-1	93	-10	5	101
NC(CC(=O)OC1CCCCC1)C(=O)OC1CCCCC1 (stereo not drawn)	2	80	103	6	9	117	12	-5	102
O=S(=O)(NCC1CCCO1)c1ccc(S(=O)(=O)N2CCCC2)cc1 (stereo not drawn)	7	100	90	-15	2	100	-3	-13	88
O=S(=O)(Nc1ccc(S(=O)(=O)N2CCCCC2)cc1)c1ccc(Br)s1	-3	74	88	-2	2	98	-5	3	77
O=C(c1ccc(CS(=O)(=O)c2ccc(Br)cc2)o1)N1CCN(c2ccccn2)CC1	5	91	92	0	5	93	7	12[fluorescence artefact?]	73
O=C(Nc1nc2c(s1)CCCC2)C1COc2ccccc2O1 (stereo not drawn)	-5	94	96	11	10	93	2	5	87
O=C(O)c1oc2ccc(Br)cc2c1-n1cccc1	-14	96	104	-2	0	104	8	17	90
O=C(Nc1ccc2oc(-c3cccc(F)c3)nc2c1)c1ccccc1F	-28[fluorescence artefact?]	64	103	11	2	223*[fluorescence artefact?]	-7	7	49
COc1cc(Nc2nc3ccccc3n3nnnc23)cc(OC)c1OC	-17	64	104	1	4	90[fluorescence artefact?]	9	24[fluorescence artefact?]	78
Cc1ccc(S(=O)(=O)NCc2ccc(C(=O)N3CCN(Cc4ccccc4)CC3)cc2)cc1	1	91	90	-5	3	106	3	0	64

# Of the compounds above, 2 contain fluorine:
canonical_smiles	Smad3 inh	HUVEC inhibit	Lung fibro prol	ERa coact inh	Candida biofilm	ERa coact pot	sEH act	ERb coact inh	H69AR growth 86K
Cc1c(NC(=O)c2cc3nc(-c4ccc(Cl)cc4)cc(C(F)(F)F)n3n2)c(=O)n(-c2ccccc2)n1C	-8	94	112	12[fluorescence artefact?]	8	96	-4	26[fluorescence artefact?]	18*
O=C(Nc1ccc2oc(-c3cccc(F)c3)nc2c1)c1ccccc1F	-28[fluorescence artefact?]	64	103	11	2	223*[fluorescence artefact?]	-7	7	49

# Going on with the list:
canonical_smiles	Smad3 inh	HUVEC inhibit	Lung fibro prol	ERa coact inh	Candida biofilm	ERa coact pot	sEH act	ERb coact inh	H69AR growth 86K
CCCn1c(=O)c2ccccc2n2c(SCc3nnc(-c4ccccc4Br)o3)nnc12	0	82	94	-4	0	96	-8	-6	46
CCOC(=O)c1ccc(Nc2nc(C)cc(C)c2C#N)cc1	9	91	97	-4	7	111	-4	1	84
O=C(O)C1CC=CCC1C(=O)Nc1cccc(C(=O)N2CCCCC2)c1 (stereo not drawn)	-1	110	102	2	x	111	8	-8	99
COc1ccc(C)cc1S(=O)(=O)N(CC(=O)N1CCCC1)c1ccccc1	-5	99	95	-28	3	89	6	4	96
O=C(NC1CSC/C1=N\O)c1ccccc1 (stereo not drawn)	6	93	99	8	-1	98	8	-1	101
CCOC(=O)c1c(-c2cccs2)csc1NC(=O)CSc1ncn[nH]1	6	76	100	6	3	74	2	-6	65
CCCOc1ccc(/C(O)=C2\C(=O)C(=O)N(CCCOC)C23C(=O)N(C)c2ccccc23)cc1 (stereo not drawn)	6	103	105	-38	5	104	x	-27	96
Cc1cccc(C)c1NC(=O)NC1(C(=O)NCCCN2CCOCC2)CCCCC1	0	94	98	31[fluorescence artefact?]	7	103	-9	4	81
CC(=O)OC(C(=O)NC1CCCCC1)c1ccc(C)cc1 (stereo not drawn)	8	103	99	-4	5	119	-37	-4[fluorescence artefact?]	81
COc1ccc(C(c2nnnn2Cc2ccccc2)N2CCN(c3nc4ccccc4s3)CC2)cc1OC (stereo not drawn)	9	101	97	-1	-2	101	-1	21	95
Cc1cc(C(=O)OCC(=O)NCCc2ccccc2)c(C)o1	1	99	103	2[fluorescence artefact?]	-4	102	16	-10[fluorescence artefact?]	93
CC(=O)Nc1ccc(S(=O)(=O)NC2(C(F)(F)F)NC(=O)N(C3CCCCC3)C2=O)cc1 (stereo not drawn)	5	101	100	6[fluorescence artefact?]	3	115	5	-6	93
CN1CCN(C(=O)c2ccccc2NC(=O)c2cccs2)CC1	11[fluorescence artefact?]	94	97	-4	4	110	20	-1	102
CC1CCOC2(O1)C(=O)N(CN1CCN(c3cccc(Cl)c3)CC1)c1ccccc12 (stereo not drawn)	-10	76	92	4	13	96	5	3[fluorescence artefact?]	87
S=c1nc(-c2ccccc2)n(CCN2CCOCC2)c2c1CCCC2	10	105	106	2	3	44	x	-5	90
O=C(c1ncc[nH]1)c1ccco1	-2	101	103	8	10	100[fluorescence artefact?]	-12	-11	99
CC(C)CNS(=O)(=O)c1ccc(CCC(=O)O)cc1	4	97	101	-26	6	101	16	16	102
CCOCCn1c(N2CCN(c3ccccc3)CC2)nc2c1c(=O)n(C)c(=O)n2C	5	104	101	-6	9	124	x	-11	100
Cc1cc2nc(C)n(CCCNC(=O)Nc3ccc(F)cc3)c2cc1C	-7	106	98	-5	7	101	-5	-9	88
CC(C)COC(=O)Nc1nnc(SCc2ccccc2F)s1	3	102	106	4	2	113	-1	9	93
COc1cccc2cc(C(=O)Nc3cccc(C)n3)c(=O)oc12	4	92	103	35	8	253*	x	25	99
CCCCn1c(=O)[nH]c2ccccc21	1	102	103	-4	5	111	14	-13[fluorescence artefact?]	96
CCOC(=O)c1cc(C)sc1NC(=O)CCC(=O)O	5	97	99	-1	-2	108	-9	2	98
COc1ccc(C(=O)Nc2c(Cl)cc(Cl)cc2C(=O)NCc2ccco2)cc1	8	96	90	10[fluorescence artefact?]	1	113	4	-10	86
Cc1ccc(-c2nnc3c4ccccc4c(C)nn23)cc1NC(=O)c1ccco1	-3	69	86	34	8	118[fluorescence artefact?]	-13	20	109
Cc1n[nH]c(C)c1N1C(=O)c2cccc3c(Br)ccc(c23)C1=O	-1	71	93	-15	2	102[fluorescence artefact?]	9	-7	95
COc1ccc(C2C(C(=O)Nc3ccccc3)=C(C)Nc3nc(CCCO)nn32)cc1 (stereo not drawn)	-7	98	102	-4	-1	109	x	-3	x
CCCCCn1nc(C)c(/C=N\NC(=O)c2cc(C)oc2C)c1C	6	83	94	4[fluorescence artefact?]	8	104	-6	-3	81
CCOc1ccc(CCNC(=O)C2CCCN(S(=O)(=O)c3c(C)n[nH]c3C)C2)cc1OCC (stereo not drawn)	-1	91	97	5[fluorescence artefact?]	3	103	-13	5[fluorescence artefact?]	77
O=C(CCCc1cccs1)Nc1nc2c(s1)CCCC2	2	76	91	1	2	110	-23	-4	95
CC1CCCCC1NC(=O)C1CCCN1S(=O)(=O)c1cccc2nsnc12 (stereo not drawn)	-19	101	91	11	4	103	-2	3	100
COCCNC(=O)c1ccc2snnc2c1	5	92	98	-3	6	115	-15	-15	100
